All columns: NCI-60 one-dose screen, growth in % after 48 h at 10 µM unless noted; 100 = growth as untreated, 0 = no growth, -100 = all killed.
HT29: HT29 colon cancer | hit rate 7.4% among 81,000 | AID 1794748
A498: A498 renal cancer cells. hit rate 5.4% among 76,000
COLO 205: COLO 205 colon cancer. hit rate 7.3% among 79,000. AID 1794742
KM12: KM12 colon cancer cells; hit rate 5% among 82,000
SW-620: SW-620 colon cancer; hit rate 5.2% among 82,000; AID 1794795
HCC-2998: HCC-2998 colon cancer; hit rate 4.7% among 79,000; AID 1794799
SNB-75: SNB-75 CNS cancer. hit rate 5% among 79,000
HCT-15: HCT-15 colon cancer; hit rate 5.2% among 82,000
HCT-116: HCT-116 colon cancer; hit rate 7.3% among 82,000
Starred values were filed as active, the others as inactive; · = no result given; & = joins results of further samples. Rule for the calls: active = growth percent below 10; inactive = the rest.

Sample of the layout:
SMILES	HT29	A498	COLO 205	KM12	SW-620	HCC-2998	SNB-75	HCT-15	HCT-116
O=C(OC1COC(c2ccccc2)OC1C1OC(c2ccccc2)OCC1OC(=O)c1ccccc1)c1ccccc1 (configuration not stated)	109.5	103.0	109.2	106.9	96.3	109.0	104.1	98.3	104.5
CCC(=O)Oc1ccc(/C(=C(/C)Cc2cccc(OC)c2)c2ccc(OCCN3CCOCC3)cc2)cc1	100.9	89.5	106.4	106.6	100.0	95.2	90.2	95.8	96.9
Cc1ccc(OC(=O)c2ccccc2)cc1C	106.3&100.8	92.1&117.4	111.2&107.1	111.5&110.1	115.4&102.1	103.6&103.7	116.3&112.7	106.0&105.3	103.6&109.2
O=C(NNC(=S)Nc1cccc(C(F)(F)F)c1)c1ccncc1	95.3	·	110.3	104.5	107.7	100.7	97.0	106.8	113.9

All compounds of this part, from the start:
SMILES	HT29	A498	COLO 205	KM12	SW-620	HCC-2998	SNB-75	HCT-15	HCT-116
O=C(OC1COC(c2ccccc2)OC1C1OC(c2ccccc2)OCC1OC(=O)c1ccccc1)c1ccccc1 (configuration not stated)	109.5	103.0	109.2	106.9	96.3	109.0	104.1	98.3	104.5
CCC(=O)Oc1ccc(/C(=C(/C)Cc2cccc(OC)c2)c2ccc(OCCN3CCOCC3)cc2)cc1	100.9	89.5	106.4	106.6	100.0	95.2	90.2	95.8	96.9
Cc1ccc(OC(=O)c2ccccc2)cc1C	106.3&100.8	92.1&117.4	111.2&107.1	111.5&110.1	115.4&102.1	103.6&103.7	116.3&112.7	106.0&105.3	103.6&109.2
O=C(NNC(=S)Nc1cccc(C(F)(F)F)c1)c1ccncc1	95.3	·	110.3	104.5	107.7	100.7	97.0	106.8	113.9
CCOC(=O)c1c(NC(=O)C2CC2)nn(C)c1Nc1ccccc1	99.5	92.9	106.9	105.4	94.8	114.1	94.7	97.0	104.1
CC1=C2[C@@H](CC1)[C@]1(C)O[C@@](C(C)C)(C[C@H]1OC(=O)[C@H](C)O)[C@H]2OC(=O)/C=C/c1ccccc1	82.8	-66.1*	98.8	93.9	95.1	90.7	66.4	83.6	74.2
Nc1c(-c2nc3ccccc3[nH]2)nnn1-c1cccc(F)c1	90.2	78.8	114.8	·	118.7	115.7	78.5	102.5	110.0
O=C(COC(=O)C1=NN(c2ccccc2)C(=O)CC1)Nc1ccc2c(c1)OCCO2	106.6	101.1	110.2	107.0	93.8	116.3	89.3	97.5	107.4
CO[C@@H](C=O)O[C@@H](C=O)CO	95.5	115.0	105.1	102.6	102.0	137.7	74.9	102.1	92.9
Cc1ccc(Nc2cc(N)nc(N)n2)cc1C	113.1	88.5	90.8	109.6	106.2	93.6	106.7	105.1	88.5
O=C(Nc1ccccc1O)c1ccc(-c2ccc(Cl)cc2Cl)o1	53.9	86.4	90.7	78.8	101.2	96.5	78.1	95.9	68.7
COc1cc2nc(Cc3ccc(C#N)cc3)[nH]c(=O)c2cc1OC	93.7	99.0	105.1	96.2	102.8	106.4	106.9	96.0	·
Cc1cc(C)c(C(=O)O)c(C)c1	98.4&98.3	85.9&113.4	109.6&101.1	104.0&108.2	101.6&101.9	102.8&100.2	100.3&108.2	108.4&100.9	104.7&101.1
Cc1nn(-c2ccc(F)cc2)c2ncnc(Oc3ccc(NC(=O)Nc4ccc(Cl)c(C(F)(F)F)c4)cc3)c12	109.3	99.2	109.3	108.1	100.4	99.2	88.1	110.9	102.4
NNc1ccc(S(=O)(=O)c2ccc(NN)cc2)cc1	110.5	·	120.0	103.1	102.6	106.4	77.5	105.2	101.8
COc1ccc(S(=O)(=O)NCCNc2nccc(-c3c(-c4ccc(O)cc4)nc4sccn34)n2)cc1	97.3	111.5	105.2	97.2	121.6	·	·	99.4	100.0
O=c1nc(N2CCOCC2)oc2c(-c3cccs3)cccc12	93.4	63.2	99.0	98.0	98.9	104.8	67.3	99.7	97.4
O=C(/C=C/Nc1cc(-c2ccccc2)nn1-c1ccccc1)c1ccc(Br)cc1	87.8	86.7	103.4	94.9	95.2	102.4	99.1	86.5	95.4
CCCCc1cn(CC(=O)N2c3ccccc3Sc3ccc(C(F)(F)F)cc32)nn1	77.4	92.7	·	100.7	97.7	106.3	96.2	93.1	83.9
COc1ccc(NC(=O)c2cc3ccccc3nc2Nc2cc(OC)c(OC)c(OC)c2)cc1	64.3	·	76.7	37.9	75.1	89.0	69.4	36.3	48.2

Some of these compounds in order of number of heavy atoms, high to low.
SMILES	HT29	A498	COLO 205	KM12	SW-620	HCC-2998	SNB-75	HCT-15	HCT-116
COc1ccc(NC(=O)c2cc3ccccc3nc2Nc2cc(OC)c(OC)c(OC)c2)cc1	64.3	·	76.7	37.9	75.1	89.0	69.4	36.3	48.2
O=c1nc(N2CCOCC2)oc2c(-c3cccs3)cccc12	93.4	63.2	99.0	98.0	98.9	104.8	67.3	99.7	97.4
Cc1cc(C)c(C(=O)O)c(C)c1	98.4&98.3	85.9&113.4	109.6&101.1	104.0&108.2	101.6&101.9	102.8&100.2	100.3&108.2	108.4&100.9	104.7&101.1

Additional records follow:
SMILES	HT29	A498	COLO 205	KM12	SW-620	HCC-2998	SNB-75	HCT-15	HCT-116
COc1cc(O)c(C(C)=O)c(OC)c1O	104.5	95.2	122.6	100.5	91.0	98.5	88.8	100.6	95.4
CCN(CC)C(=O)c1ccccc1C(=O)N(CC)CC	93.5	85.6	·	112.4	110.8	95.7	90.5	101.4	97.1
CC1(C)CC[C@]2(C(=O)O)CC[C@]3(C)[C@H](C(=O)C[C@@H]4[C@@]5(C)C/C(=C/c6cccnc6)C(=O)C(C)(C)[C@@H]5CC[C@]43C)[C@@H]2C1	95.8	100.4	·	105.3	93.0	103.2	101.3	103.6	96.5
O=C1NC(=O)/C(=C\c2cccc(Br)c2)N1	96.8	84.4	111.7	104.2	107.5	107.6	104.6	103.5	101.2
O=c1c2ccccc2nc(CN2CCCC2)n1/N=C/c1ccccc1	102.5	83.3	108.7	102.5	110.6	109.3	81.5	104.2	104.5
C=CCc1cc(-c2ccc(O)c(CC=C)c2)ccc1O	104.5	111.6	112.9	88.2	66.6	116.5	84.9	70.9	83.6
O=c1[nH]c(CN/N=C/c2ccc([N+](=O)[O-])cc2)nc2ccccc12	95.3	91.0	110.9	93.1	95.9	102.6	99.5	75.1	92.4
O=C(Nn1c(NCC(=O)N2c3ccccc3Sc3ccccc32)nnc1-c1ccc(O)cc1)c1ccc(Cl)cc1	94.7	76.1	100.7	97.6	103.4	86.6	89.8	95.7	86.2
COc1cc(C)cc(-c2nn(CC(N)=O)cc2-c2ccnc(Oc3cc(OC)c(OC)c(OC)c3)n2)c1	101.9	92.6	120.9	113.0	102.0	92.1	88.0	95.3	95.3
O=C(OCc1ccccc1)c1ccc(O)cc1	102.0	81.6	·	99.6	102.4	96.3	·	97.8	99.2
C/C=C(/C)C(=O)O[C@H]1CC[N+]2([O-])CC=C(COC(=O)[C@@](O)([C@H](C)OC)C(C)(C)O)[C@H]12 (some centres not stated)	93.0	101.8	104.1	101.0	106.1	101.1	87.9	98.9	96.5
COc1ccc(C2c3ccc4ccccc4c3Oc3nc(N)c(C#N)c(N)c32)cc1OC (configuration not stated)	111.0	91.0	117.0	107.6	105.7	95.7	103.6	113.1	107.7
COc1ccc(/C=C2\COc3ccc(O)cc3C2=O)c(OC)c1OC	68.5	112.5	101.7	44.3	38.9	86.4	83.0	48.8	70.8
CCC(=O)c1c(C)[nH]c(C)c1C	36.9	103.3	89.4	101.7	52.3	114.4	108.7	10.6	47.2
COc1cc(-n2nc(C(=O)NCc3ccc(C(=O)O)cc3)nc2-c2ccccc2)cc(OC)c1OC	95.3	107.6	103.5	99.5	100.6	101.9	95.6	103.8	100.3
c1c[nH]cn1	93.8	116.5	114.1	101.1	108.9	100.1	92.6	101.9	98.1
O/N=C1\c2ccccc2-c2ccc(O)cc21	107.0	95.4	92.2	100.3	98.6	102.3	95.4	95.2	119.9
O=C(NCc1cccc(C(F)(F)F)c1Cl)C1CCC(=O)N1c1cccs1 (configuration not stated)	94.8	80.4	87.3	102.0	98.9	·	88.2	95.9	93.9
CC1=C(C)C(=O)C(Nc2ccc3c(c2)OCCO3)=C(Br)C1=O	107.8	102.8	125.8	93.7	106.5	101.9	83.7	98.1	90.6
O=C1Nc2ccccc2/C1=N/n1c(N/N=C/c2cccc3c2oc2ccccc23)n[nH]c1=S	110.8	68.3	119.7	100.7	98.6	117.5	73.6	111.9	108.6
COc1ccc(-c2csc(NC(=O)CSc3nc(C)c(-c4ccccc4)n3Nc3ccccc3)n2)cc1	67.7	·	66.6	41.5	70.2	78.7	49.0	44.2	36.4
COc1cc(NS(=O)(=O)c2ccc(N)cc2)ncn1	119.8	105.7	113.0	104.0	107.5	108.7	104.2	108.2	103.2
COc1ccc(S(=O)(=O)N2CCN(c3oc(-c4ccccc4)nc3C#N)CC2)cc1	82.6	88.6	94.4	88.0	92.1	81.9	·	83.1	86.8
Cn1c(=O)[nH]c2[nH]c(=S)[nH]c2c1=O	102.2	97.8	113.1	99.6	89.6	108.5	102.2	102.7	97.9
COc1ccc(CCl)c(C)c1OC	102.5	89.5	109.4	100.8	101.2	100.5	103.7	106.4	99.6
C=CCn1cc(-c2nc3ccccc3s2)c2cc(-c3ccc4c5c(cccc35)C(=O)N(N)C4=O)ccc21	104.7	106.5	109.3	100.2	98.5	102.4	85.1	98.0	96.6
O=C(CCNC(=O)c1ccc2c(c1)/C(=C/c1ccc[nH]1)C(=O)N2)NO	101.5	95.3	98.4	76.8	123.9	88.2	89.3	88.4	102.1
CC(C)(C)C(=O)Nc1ccc(C(=O)Nc2cccc(-c3nc4ccccc4[nH]3)c2)cc1	35.7	57.4	84.8	87.4	105.9	98.3	81.4	79.4	82.3
Cc1nc2c3c(ncn2n1)Oc1c(c(=O)[nH]c2ccc(Br)cc12)C3c1ccc(Cl)cc1 (configuration not stated)	100.4	109.0	104.8	100.2	101.6	110.3	·	101.4	90.7
CC1CCN(C(=O)c2ccccc2)CC1	104.4	124.6	113.8	117.9	113.4	·	99.7	102.7	103.7
O=C(Nc1ccc(OCc2ccc(F)cc2)cc1)Nc1ccc(Cl)c(C(F)(F)F)c1	11.9	-9.3*	-79.2*	11.1	22.3	2.0*	21.0	7.4*	5.0*
Cc1[nH]nc2c1C(c1cc3cc(Br)ccc3nc1Cl)C(C#N)=C(N)O2 (configuration not stated)	101.4	·	99.3	92.0	108.9	98.5	93.9	92.4	91.9
CCOC(=O)c1cc(I)c(N)c(I)c1	115.2	86.1	107.6	103.5	103.5	107.0	·	100.2	108.4
COc1ccc(C(=O)N2N=C(c3ccc(Br)cc3)CC2c2cn(-c3ccccc3)nc2-c2ccccc2)cc1 (configuration not stated)	·	89.1	26.2	55.6	29.6	55.9	70.4	58.9	-23.3*
O=C(N/C(=C/c1cc2cc(Cl)ccc2nc1Cl)c1nc2ccccc2[nH]1)c1ccccc1	100.7	116.6	102.4	114.9	110.4	100.6	93.7	106.4	97.7
O=C(O)C(O)C(O)C(O)CO (configuration not stated)	95.9	94.1	·	103.1	108.6	99.7	113.0	104.9	98.5
CCCCN1C(=O)/C(=c2\sc3n(c2=O)C2C(NN=3)N(CC)C(=O)N2CC)c2cccc(C)c21 (configuration not stated)	16.5	5.0*	24.6	33.3	39.7	61.1	14.1	14.9	24.8
CCOC(=O)c1c(C)oc2ncnc(Nc3ccc(F)cc3)c12	95.3	80.4	101.6	97.6	94.9	107.9	94.7	·	98.9
O=[N+]([O-])c1ccc(N2CCCCC2)c([N+](=O)[O-])c1	74.0&81.5	96.9&65.3	122.4&106.4	108.6	104.6&106.7	97.3&105.6	72.4	95.2&91.6	90.2&94.1
Cc1cc(=O)oc2cc(OCCOc3ccc(/C=C/C(=O)Nc4ccccc4F)cc3)ccc12	113.7	103.6	119.2	·	113.1	105.3	110.7	87.5	101.2
Fc1ccccc1/C=C/c1nn2c(-c3ccncc3)nnc2s1	115.7	76.8	111.9	103.3	108.8	95.9	98.9	101.1	110.6
O=C1NNC(=O)C2C3C=CC(O3)C12 (configuration not stated)	111.2	105.6	104.6	108.6	103.2	103.1	91.8	104.0	101.0
c1ccc(N/N=C(\c2ccccc2)c2cccs2)cc1	93.3	90.7	104.7	80.4	103.8	102.8	98.5	103.4	103.8
COc1ccc(-c2nc(NC(=O)CS(=O)(=O)c3ccc(F)cc3)sc2C)cc1	4.7*	93.6	88.8	·	50.9	47.4	79.6	18.7	44.7
O=C1CN(CCN2CC(=O)N(Cc3ccccc3)C(=O)C2)CC(=O)N1Cc1ccccc1	107.9	89.7	109.3	103.1	96.8	121.3	88.0	112.9	98.6
CC(=O)Nc1cc(F)c2c(c1F)Cc1cc(F)ccc1-2	100.5	70.0	96.5	98.7	87.3	99.2	59.6	92.9	85.3
CN(C)CCCNC(=O)c1ncc(-c2ccc(C(F)(F)F)cc2)c(NC2CCCCCC2)n1	60.2	70.9	73.5	89.8	91.7	85.0	78.4	92.0	73.3
COc1ccc(C2=NOC(C(=O)N3CCCC3)C2)cc1OC1CCCC1 (configuration not stated)	105.1	·	·	104.3	104.0	104.1	94.6	97.5	105.1
C=CCOC(=O)CC=C	111.7	84.4	108.3	110.2	103.2	124.1	88.2	100.1	100.5
N#C/C(=C\NCc1ccc(Cl)cc1Cl)S(=O)(=O)c1ccccc1	138.4	124.3	113.9	117.3	113.8	115.5	117.0	103.3	92.6
CC(C)n1cc(C2=C(c3cccc4ccccc34)C(=O)N(O)C2=O)c2cc(Br)ccc21	102.4	87.6	103.0	94.8	93.1	76.7	65.3	89.8	95.8
CCOc1ccccc1/C=N\Nc1ccc(S(=O)(=O)c2ccc(N/N=C/c3ccccc3OCC)cc2)cc1	108.5	113.2	114.2	91.5	97.9	107.0	80.8	82.9	87.5
O=C1NC(=S)N/C1=C\c1ccc(Cl)c(Cl)c1	82.4	100.4	101.2	91.9	106.1	86.2	98.9	94.6	89.5

Assay outcomes (PubChem)
